Bioassay records: PubChem BioAssay, National Center for Advancing Translational Sciences (NCATS)
GLP1R cytotox: cytotoxic in the GLP-1 receptor inverse agonist counter-screen | 410,000 compounds, 0.13% hits | HEK293 cAMP-luciferase reporter cells, luminescence, 24 h | AID 624418 | Potency, µM (highest dose often 38.3 µM), for inactives: at the top dose activity change, negative = inhibition, most hits filed as inhibitors;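 also: loss of luciferase light is scored as toxicity; potency is read from the fitted curve at half-maximal effect; % is scaled to controls: 0 for no effect and ±100 for the full control effect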
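Luminescence readout: signal drop marks cytotoxicity. Plated cells grew 12 h at 37 °C, 5% CO2, received 23 nL compound for 24 h, then got luciferase reagent, read after 12 min at RT.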
aSyn yeast inh: rescues yeast growth from alpha-synuclein toxicity | Yeast expressing alpha-synuclein, growth rescue, BacTiter-Glo, 24 h | Potency, µM (titrated, usually from 46.1 µM), without a hit: at the highest dose growth rescue (activation), most hits filed as activators | 370,000 compounds, 0.14% hits | AID 652106; also: potency is read from the fitted curve at half-maximal effect; % of control where 0% means no effect; nearly all actives have a fitted effect of over 65% in size
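Rescue of yeast growth: cells expressing toxic alpha-synuclein, induced in galactose at OD600 0.02, incubated with compound 24 h at 30 C. ATP luminescence quantified growth; inhibitors of toxicity appear as activators.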
D3 ag: agonists of human D3 dopamine receptor | D3R DiscoveRx beta-arrestin cells, luminescence, 90 min | AID 652048 | 410,000 compounds, 0.58% hits | max activation, % | P35462; in the data active = max activation above about 30%; also: 0% is about no effect; mostly tested at two doses, the higher about 12 µM
Target sequence (P35462 whole entry, looked up): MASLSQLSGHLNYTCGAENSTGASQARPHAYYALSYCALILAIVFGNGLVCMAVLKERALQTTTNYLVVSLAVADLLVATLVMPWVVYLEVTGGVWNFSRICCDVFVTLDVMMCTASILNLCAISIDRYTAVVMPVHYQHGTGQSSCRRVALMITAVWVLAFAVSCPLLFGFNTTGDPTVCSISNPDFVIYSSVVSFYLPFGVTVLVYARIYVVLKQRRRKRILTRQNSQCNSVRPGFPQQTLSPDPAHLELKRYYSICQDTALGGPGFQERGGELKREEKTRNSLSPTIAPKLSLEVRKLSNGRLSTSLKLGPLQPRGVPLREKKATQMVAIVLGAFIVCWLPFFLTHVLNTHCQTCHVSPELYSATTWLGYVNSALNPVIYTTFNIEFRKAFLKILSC
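Cells at 1500/well, incubated overnight, then treated with pinned compounds (dopamine as control) for 90 min at 37 degrees C. DiscoveRx reagent added for 30 - 60 minutes at room temperature; luminescence read.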
TDP43 rescue: TDP-43 toxicity inhibition in yeast; Potency, µM (highest dose often 46.1 µM), for inactives: top-dose growth rescue (activation), most hits filed as activators; 410,000 compounds, 1.8% hits; TDP-43 expressing yeast growth rescue, BacTiter-Glo, 24 h; also: potency is read from the fitted curve at half-maximal effect; % of control where 0% means no effect; nearly all actives have a fitted effect of over 50% in size
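Galactose-induced TDP-43 yeast, OD600=0.02, compound pinned; 24 hr, 30 deg C; BacTiter-Glo luminescence for growth. Inhibitors of TDP-43 toxicity read as activators.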
DRD3 antagonist: blocks the human D3 dopamine receptor | 360,000 compounds, 2.5% hits | max response, negative = inhibition, % | P35462 | D3R cells, DiscoveRx beta-arrestin luminescence, antagonist mode; stronger effect = lower value; in the data active = max response below about -50%; inconclusive = no clear call, values can overlap the other calls; also: % is scaled to controls: 0 for no effect and ±100 for the full control effect; mostly tested at two doses, the higher about 12 µM
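Cells plated overnight at 1500 cells/well, then exposed to library compounds with dopamine controls for 90 minutes at 37 degrees C. DiscoveRx reagent added for 30–60 minutes at room temperature; luminescence read, quantitative HTS format.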
KB-V1 MDR tox: kills drug-selected multidrug resistant KB-V1 cells; KB-V1 MDR cells viability, CellTiter-Glo, 72 h; Potency, µM (top dose mostly 46.1 µM), without a hit: at the top dose activity change, negative = cytotoxicity, actives largely listed as cytotoxic; 400,000 compounds, 3.4% hits; AID 1347076; also: potency is read from the fitted curve at half-maximal effect; % is scaled to controls: 0 for no effect and ±100 for the full control effect; nearly all actives have a fitted effect of over 60% in size
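Cells of the MDR subline KB-V1 are plated, dosed with compound at multiple concentrations, and incubated 72 h at 37 degrees C; CellTiter-Glo is then added and luminescence read after 10 min.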
GLP-1R inv ag: inverse agonists of human GLP-1 receptor; P43220; HEK293 GLP-1R CRE-luciferase, luminescence, 24 h; GLP-1R form is constitutively active; Potency, µM (titrated, usually from 38.3 µM), for the others: at the highest dose activity change, negative = inhibition, actives largely listed as inhibitors; 410,000 compounds, 1.6% hits; also: potency is read from the fitted curve at half-maximal effect; % is scaled to controls: 0 for no effect and ±100 for the full control effect; nearly all actives have a fitted effect of over 55% in size
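HEK293 cells stably co-expressing constitutively active GLP-1R and a cAMP-responsive luciferase reporter were seeded in DMEM with 10% Nu serum, given compounds after 12 h, and incubated 24 h at 37 deg C. Luminescence was then read.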
PTHR1 agonist: agonists of human PTHR1 parathyroid hormone receptor | Q03431 | HEK293 GP2 PTHR1 cells, GloSensor cAMP luminescence, 1 h | Potency, µM (titrated, usually from 115 µM), without a hit: top-dose activation, hits mostly activators | 410,000 compounds, 0.075% hits; also: potency is read from the fitted curve at half-maximal effect; nearly all actives have a fitted effect of over 55% in size; some results filed as inactive show a strong effect at the top dose; inactives centre near -15; many of its hits are not listed in these tables
Target sequence (Q03431 whole entry, looked up): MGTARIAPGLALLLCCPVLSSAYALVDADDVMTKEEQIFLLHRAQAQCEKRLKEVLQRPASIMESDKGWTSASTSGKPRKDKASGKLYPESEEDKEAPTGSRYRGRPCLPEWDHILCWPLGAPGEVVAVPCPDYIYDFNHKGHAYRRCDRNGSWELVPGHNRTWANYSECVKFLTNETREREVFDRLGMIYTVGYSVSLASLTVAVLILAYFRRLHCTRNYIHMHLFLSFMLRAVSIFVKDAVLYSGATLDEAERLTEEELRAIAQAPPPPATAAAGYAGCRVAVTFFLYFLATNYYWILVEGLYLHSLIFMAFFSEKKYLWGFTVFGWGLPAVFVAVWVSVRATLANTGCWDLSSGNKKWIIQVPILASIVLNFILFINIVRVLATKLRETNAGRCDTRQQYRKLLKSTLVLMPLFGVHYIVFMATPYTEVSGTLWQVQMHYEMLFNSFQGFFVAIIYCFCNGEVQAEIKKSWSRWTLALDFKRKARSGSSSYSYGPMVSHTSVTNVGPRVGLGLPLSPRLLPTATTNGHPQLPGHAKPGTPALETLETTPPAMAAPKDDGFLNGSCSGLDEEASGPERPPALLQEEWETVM
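HEK-293-derived GP2 cells expressing PTHR1 and a GloSensor cAMP reporter, 3,000/well, plated overnight, given luciferin plus IBMX (each 0.5 mM as added) for 1 h at 37 °C, then compound for 1 h at 37 °C. Luminescence was read after 15 min at room temperature.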
GLP-1R agonist: agonists of human GLP-1 receptor | P43220 | HEK293 GLP-1R CRE-luciferase, luminescence, 4-6 h; cells express a hypersensitive GLP-1R form | Potency, µM (highest dose often 45.6 µM), for the others: at the top dose activation, usual class: activators | 380,000 compounds, 0.007% hits; also: potency is read from the fitted curve at half-maximal effect; % of control where 0% means no effect
Starred values were filed as active, the others as inactive; i = inactive; ? = inconclusive; . = no result given; & = joins results of further samples; [ ] = dose if it differs, or a comment. Unless noted, calls follow the shape of the dose curve; as a rule, active = well fitted curve in the direction sought with a large enough effect; inconclusive = small, poorly fitted or top-dose-only effect, or another doubt; inactive = no such curve, though single readings can be large; an effect the other way counts as inactive or inconclusive. A portion of the library; the hit share may differ from the screen's.

SMILES	GLP1R cytotox	aSyn yeast inh	D3 ag	TDP43 rescue	DRD3 antagonist	KB-V1 MDR tox	GLP-1R inv ag	PTHR1 agonist	GLP-1R agonist
CC(=O)C[C@@H](O)CC(=O)[C@H]1OC(=O)[C@H](C)CCCCc2ccccc21	-0.3%	10.3%	7.8	12.0%	20.1	?	-2.9%	-24.5%	-1.1%
Cc1[nH]n(C(N)=S)c(=O)c1N=Nc1cccc([N+](=O)[O-])c1C	-20.0%	-20.9%	1.6	?	0.0	?	16.0%	-26.5%	-6.4%
Cc1ccc(-c2csc(/C=C3\SC(C)C(=O)N3CC(=O)Nc3ccccc3F)n2)cc1 (stereo not drawn)	-14.3%	2.5%	4.7	25.9%	32.0	?	5.3%	i	-3.3%
COc1ccc(C(=O)OC(C)C(=O)Nc2cc(C(F)(F)F)ccc2Cl)c(OC)c1OC (stereo not drawn)	14.5%	-5.8%	-2.6	23.0%	-17.7	?	?	i	7.9%
N=C1CCC(=N)c2c1c(O)c1ccccc1c2O	-29.0%	10.5%	10.5	-3.6%	-6.1	-6.5%	6.5%	-4.1%	2.4%
CCOC(=O)Cc1n[nH]c(=O)c2ccccc12	-21.4%	1.2%	12.5	-5.7%	0.7	-3.6%	8.7%	-1.1%	7.5%
CCc1nc2c(OC)cccn2c1N(C)C(=O)c1ccccc1F	6.1%	-3.6%	-1.0	20.0%	0.0	3.7%	23.3%	i	-6.2%
Cc1ccc(-n2nc3c(c2NC(=O)c2cccs2)CS(=O)(=O)C3)cc1	-3.2%	-3.0%	-2.8	-3.4%	-12.7	-8.0%	0.8%	i	11.5%
CC(C)(C)C1CCc2sc(C(=O)NNC(=O)CCl)cc2C1 (stereo not drawn)	8.1%	0.6%	-14.5	12.6µM*	-13.9	-15.0%	?	-31.5%	20.2%
Cc1nc(C)c(NC(=O)OC(C)C)cc1NC(=O)OC(C)C	1.6%	0.6%	-0.4	-17.7%	6.0	11.4%	0.2%	-6.1%	11.4%
O=C(Nc1ccccc1Sc1ccccc1)c1ccccc1	21.7%	-0.6%	-3.0	11.2µM*	-21.4	6.3%	11.2µM*	-8.8%[57.5 µM]	5.3%
Cc1ccc(-c2csc(N(CCO)CCCn3c(C(F)(F)F)nc4ccccc43)n2)cc1	0.6%	?	-2.8	?	-0.4	-25.2%	?	-95.9%[inhibitor]	0.0%

Molecules above that have an NH in an aromatic ring, in the order listed:
SMILES	GLP1R cytotox	aSyn yeast inh	D3 ag	TDP43 rescue	DRD3 antagonist	KB-V1 MDR tox	GLP-1R inv ag	PTHR1 agonist	GLP-1R agonist
Cc1[nH]n(C(N)=S)c(=O)c1N=Nc1cccc([N+](=O)[O-])c1C	-20.0%	-20.9%	1.6	?	0.0	?	16.0%	-26.5%	-6.4%
CCOC(=O)Cc1n[nH]c(=O)c2ccccc12	-21.4%	1.2%	12.5	-5.7%	0.7	-3.6%	8.7%	-1.1%	7.5%

Continued.
SMILES	GLP1R cytotox	aSyn yeast inh	D3 ag	TDP43 rescue	DRD3 antagonist	KB-V1 MDR tox	GLP-1R inv ag	PTHR1 agonist	GLP-1R agonist
Cc1cc(C)nc(N/N=C/c2cn[nH]c2-c2ccccc2)n1	0.1%	6.4%	2.4	-5.0%[1.82 µM]	-19.1	27.0%	5.1%	-3.2%	5.9%
CC(=O)NC(CC(=O)OCC(=O)Nc1cc(S(=O)(=O)N2CCCCC2)ccc1C)c1ccccc1 (stereo not drawn)	-12.1%	0.8%	1.1	?	-19.9	?	-16.9%	i	3.0%
O=c1oc2ccccc2cc1-c1cn2cccnc2n1	1.5%	.	-2.8	?	28.3	0.0%	0.0%	-29.3%	-8.7%
[O-][N+](=Cc1ccccc1)CC1(O)CCCCC1	3.0%	-2.0%	-9.2	-3.0%	-24.0	15.9%	13.5%	-15.7%	6.2%
O=C(NC(=O)N1CCCCCC1)c1ccc(Cl)cc1	6.7%	-4.2%	3.8	-3.1%	-0.9	10.9%	4.0%	i	9.3%
CCc1nnc(NC(=O)CSc2nnc(CNc3cccc(C)c3)n2-c2ccccc2)s1	-18.1%	1.7%	2.4	-5.3%	6.7	-0.2%	-28.2%	i	-8.1%
O=C(NC(=S)NNC(=O)c1cnccn1)c1ccc(F)cc1	-12.7%	11.2µM*	1.9	-7.0%	8.1	6.3%	3.7%	i	13.1%
Cc1cc(C)cc(NC(=O)C(NCCN2CCOCC2)c2ccccc2)c1 (stereo not drawn)	4.3%	-1.6%	-16.2	-23.6%	?	?	?	-11.9%	-0.1%
COc1ccc(-c2nc3ccc(C)cn3c2Cc2ccccc2)cc1OC	-3.0%	?	1.2	28.2%	3.8	-13.4%	?	-22.0%	24.4%
COC(=O)C1=C(N)OC2=C(C(=O)CC(C)(C)C2)C1c1cc2c(cc1Cl)OCO2 (stereo not drawn)	-4.1%	-1.6%	5.2	0.9%	1.3	22.0%	8.5%	-17.7%	4.2%
CCCCOC(=O)C1=C(C)NC2=C(C(=O)CCC2)C1c1cc(OC)ccc1OC (stereo not drawn)	-11.1%	?	-0.6	7.3%	-4.9	?	3.9%	-3.5%	3.2%
O=C(NCC(=O)N1CCN(C(=O)c2ccco2)CC1)c1ccc(Cl)cc1	-1.3%	-3.1%	-20.1	-8.2%	0.1	-11.3%	20.9%	-5.2%	5.0%
Cc1[nH]n(C)c(=O)c1C(=O)c1c(-c2c(Cl)cccc2Cl)noc1C	14.4%	5.5%	-7.6	1.7%	-26.5	22.4%	26.3%	-18.5%	3.8%
Cc1cccc(NC(=O)C(C)C(=O)c2ccccc2)c1 (stereo not drawn)	4.7%	-0.4%	6.6	18.5%	24.7	3.9%	-12.0%	i	-4.2%
COC(=O)c1sc(NC(=O)c2cc(-c3ccccc3)nc3ccccc23)c(C#N)c1C	-27.5%	-5.9%	13.6	11.7%	3.5	1.64µM*	?	-19.7%	-54.0%
CN(CC(=O)Nc1ccc(F)cc1)C(=O)c1cc2c(s1)CCCCC2	-15.8%	-5.2%	5.0	-6.1%	1.6	-14.2%	10µM*	-17.7%	19.5%
Cc1cc2c(NCc3ccccc3)ncnc2s1	-5.8%	-1.9%	21.2	?	11.7	4.0%	?	-29.8%	-0.8%
COc1ccc(OC)c(NC(=O)c2cc3n(n2)C(C(F)(F)F)CC(c2ccc4c(c2)OCO4)N3)c1 (stereo not drawn)	5.3%	19.5%	27.6	-23.0%	31.4	11.6µM*	0.0%	-4.8%[57.5 µM]	-7.0%
COC(=O)CN(c1cccc(C(C)=O)c1)S(C)(=O)=O	-9.0%	0.5%	-5.2	-15.7%	-11.4	3.1%	-29.3%	-13.7%[57.5 µM]	-12.3%
Cc1cc(C(=O)NNC(=O)CN2C(=O)NC3(CCCCC3)C2=O)c(C)o1	-2.5%	0.0%	2.7	5.7%	16.7	-3.7%	5.4%	-21.9%	-7.1%
O=C(NCCS(=O)(=O)N1CCN(c2ccccc2F)CC1)c1ccc(Cl)cc1	7.6%	-6.5%	1.3	8.9%	-1.3	?	-4.1%	-43.7%[inhibitor]	3.1%
COc1ccc(NC(=O)CCSc2nc(C)cs2)cc1	3.7%	0.2%	0.4	7.9%	-13.4	-22.0%	13.0%	?	1.2%
OC[C@@H]1CN(CCc2ccccc2)C[C@H](n2cnc3c(N4CCOCC4)ncnc32)O1	0.5%	-3.9%	0.5	-10.7%	0.6	-3.8%	32.1%[activator]	-8.7%	13.1%
O=C(O)CCCC(=O)N1CCN(c2cccc(Cl)c2)CC1	-10.2%	7.9%	-0.4	6.0%	19.4	7.4%	4.6%	-22.0%[57.5 µM]	-1.8%
CC(C)CC(NC(=O)c1ccc(Cl)cc1Cl)C(=O)O (stereo not drawn)	7.2%	1.0%	1.6	0.0%	12.4	2.2%	2.7%	2.6%	-1.7%
CC(C[N+](C)(C)C)OC(N)=O (stereo not drawn)	5.1%	-8.2%&-3.7%	2.7&4.3	27.1%	-10.2	18.2%	3.0%	i	10.6%&3.6%
CC(C)(C)OC(=O)NCCCCCNC(=O)c1[nH]cnc1C(=O)Nc1ccccc1	-32.1%	0.9%	5.0	25.9%	34.9	?	?	-32.4%[inhibitor]	4.4%
CC(C)NC(=O)c1cc(C2CCCCN2S(=O)(=O)c2ccc(C#N)cc2)on1 (stereo not drawn)	-1.7%	-0.3%	4.0	15.6%	23.4	3.3%	-15.8%	i	11.0%
Cc1cc(/C=C2/NC(=O)N(Cc3ccccc3F)C2=O)c(C)n1C(C)C	-2.9%	0.8%	5.6	-30.0%	5.2	?	?	-26.0%	4.2%
c1ccc2c3c([nH]c2c1)-c1[nH]ncc1CC3	2.1%	?	2.9	?	-23.7	17.9%	9.5%	2.6%[57.5 µM]	0.2%
CCn1c2ccccc2c2cc(/C(C)=N/O)ccc21	-2.0%	?	4.2	35.5µM*	142.9	?	0.0%	i	14.0%
COc1cc(O)ccc1-c1nc2ccc(Br)cn2c1Nc1ccccc1C	?	.	9.8	18.0%	.	.	?	-24.4%	.
Cc1ccc(CSc2nc3ccc(NC(=O)C(C)C)cc3s2)cc1	-0.5%	.	-3.1	0.9%	.	-15.6%	?	1.3%	.
Cc1csc2nc3ccccc3c(=O)n12	-7.0%	9.8%	-5.6	0.0%	8.3	7.8%	58.4%[activator]	i	3.4%
O=C(CSc1ccc(Cl)cc1)Nc1nnc(-c2ccco2)o1	4.3%	4.2%	4.1	15.5%	15.8	-20.8%	12.5%	i	1.2%
Cc1ccccc1NC(=O)N1CCNC(=O)C1CC(=O)Nc1cc(Cl)ccc1Cl (stereo not drawn)	15.1%	1.4%	-4.0	-16.9%	-17.4	-1.3%	?	16.3%	14.2%
